Bioassay records deposited in PubChem by several laboratories.
GPR55 activation – selective activators of receptor GPR55 – imaging, U2OS cells, beta-arrestin-GFP redistribution, primary screen (AID 1961); 0.048% of 290,000 active; U2OS GPR55 beta-arrestin-GFP redistribution imaging; higher % means a stronger effect; one-dose activation, % at 10 µM; EC50 in µM for titrated hits;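 active = activation above 40% with more than 50 cells counted in the well; inconclusive = wells holding fewer than 50 cells, flagged as toxic or sparse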;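 also: U2OS osteosarcoma cells stably expressing GPR55 and beta-arrestin-GFP; plate controls were DMSO negative control for no effect and LPI positive control for full effect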
KOR beta-arrestin-1 – KOR agonists, beta-arrestin recruitment, primary screen, cell-based, luminescence, uHTS (AID 1777); one-dose activation, % at 10 µM; EC50 in µM for titrated hits; KOR beta-arrestin recruitment, luminescence; higher % means a stronger effect; 0.02% of 280,000 active; in the data active = activation above about 50%, passing the limit was not always enough; also: a part of the inactive calls stands beside numbers as strong as those of hits
GPR55 LPI antagonism – GPR55 antagonists blocking LPI-driven arrestin recruitment, primary screen, imaging, U2OS, beta-arrestin-GFP, LPI agonist (AID 2013); U2OS GPR55 beta-arrestin-GFP translocation imaging, LPI antagonism; higher % means a stronger effect; inhibition, % at 10 µM; hits with a dose series show IC50 in µM; 0.13% of 290,000 active;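 active = spots per cell inhibited over 60%, with over 100 cells counted and total cytoplasm intensity under 500,000; inconclusive = wells with under 100 cells, flagged as likely toxic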;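 also: U2OS cells stably carrying GPR55 and arrestin-GFP stimulated by 5 µM LPI near EC80; imaged beta-arrestin-GFP aggregate spots per cell after agonist stimulation; plate controls were LPI-stimulated DMSO wells for no effect and DMSO wells without LPI for full effect; some results filed as inactive read as strong as hits; confirmed hits need IC50 under 10 µM and bright autofluorescent wells are also inconclusive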
NTR1 agonist – NTR1-driven beta-arrestin-GFP spot formation – imaging, U2OS cells, high content, primary screen (AID 493036); agonist mode; activation, % at 20 µM; 0.17% of 330,000 active; P30989;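 active = activation at or above 40% of the spot to cytoplasm intensity ratio, with at least 20 cells analyzed; inconclusive = wells under 20 cells, flagged as cytotoxic or low count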;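 also: 0% = DMSO without peptide and 100% = 100 nM NTR1 peptide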
Target sequence (P30989 whole entry, looked up): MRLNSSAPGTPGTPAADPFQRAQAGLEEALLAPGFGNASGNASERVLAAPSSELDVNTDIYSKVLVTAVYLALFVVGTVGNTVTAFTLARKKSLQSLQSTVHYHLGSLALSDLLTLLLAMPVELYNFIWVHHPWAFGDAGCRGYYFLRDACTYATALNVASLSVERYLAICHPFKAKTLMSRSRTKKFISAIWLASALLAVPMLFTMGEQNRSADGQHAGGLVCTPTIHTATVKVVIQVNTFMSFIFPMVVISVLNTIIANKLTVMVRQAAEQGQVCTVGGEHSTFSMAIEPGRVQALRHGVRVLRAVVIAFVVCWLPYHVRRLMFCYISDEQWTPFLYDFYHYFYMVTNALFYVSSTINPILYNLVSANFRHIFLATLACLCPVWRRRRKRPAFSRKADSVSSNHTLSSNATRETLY
KOR beta-arrestin-2 – KOR antagonists, beta-arrestin recruitment, cell-based, luminescence, uHTS (AID 1778) | KOR beta-arrestin recruitment, luminescence, antagonist mode; higher % means a stronger effect | inhibition, % at 10 µM, or IC50 in µM where a hit was titrated | 0.091% of 290,000 active; also: strong numbers were not always called active
NOD2 inhibition – inhibition of NOD2-driven NF-kB reporter – cell-based, luminescence, uHTS, HEK293 (AID 1566); HEK293 NOD2/NF-kB luciferase reporter, luminescence; higher % means a stronger effect; inhibition, % at 4 µM, or EC50 in µM where a hit was titrated; 0.63% of 290,000 active; also: many of its hits are not listed in these tables
T cell HTS – T cell immune modulators affecting CD8 T cell-vesicle binding. 2C CD8+ T cell-vesicle binding, flow cytometry; hits give low values. calls only at 7 µM. 0.068% of 330,000 active. AID 2052;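 active = response, share of CD8 T cells binding vesicles, and their 90th percentile fluorescence all below set limits, cut at about 80% in these data, passing the limit was not always enough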
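Read-out – percent CD8+ FL2 mean versus row control · System – murine 2C transgenic CD8+ T lymphocytes · Times – 1.5 h cell–vesicle binding at 37 °C, then 20 min icy labelling · Control set – naked vesicles low, QL9 vesicles with vehicle high · Detection – cytometric PE anti-B7-1 and Alexa647 anti-CD8 signals after 1% paraformaldehyde fixation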
Myeloid diff MLP – promotes myeloid progenitor differentiation. ER-HoxA9 myeloid progenitors, lysozyme-GFP differentiation, flow cytometry. calls only at 10 µM. 1% of 360,000 active;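 active = normalized GFP-positive differentiation at or above the plate's own cutoff, the solvent-only control mean plus 3 SD; inconclusive = no clear call, values can overlap the other calls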;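 also: cells exposed to compound for four days before flow analysis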
NOD1 inhibition – inhibition of NOD1-driven NF-kB reporter – cell-based, luminescence, uHTS, primary screen (AID 1578); NOD1-driven NF-kB luciferase reporter cells, luminescence; higher % means a stronger effect; inhibition, % at 4 µM, or EC50 in µM where a hit was titrated; 1% of 290,000 active; in the data active = inhibition mostly above about 36%, no sharp cut-off; inactive = mostly below about 34%;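 also: HEK-293T reporter cells stimulated with the NOD1 agonist gamma-tri-DAP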
T cell HTS vesicle-bound % – second read-out of T cell HTS, no call of its own (marks repeat the call); double positive events, %; measured here: CD8+ vesicle-bound cell fraction;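 binding gate set so that unloaded-vesicle control wells show 10% double positive cells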
NTR1 agonist cell count 20 µM – recorded beside NTR1 agonist, whose call it bears; cell count; measured here: cell count, cytotoxicity flag
Myeloid diff MLP GFP+ MAC1+ % – recorded beside Myeloid diff MLP, whose call it bears; GFP+ MAC1+ double positive, %; measured here: differentiation confirmed by MAC1 staining
* = called active by the depositor; i = inactive; u = inconclusive; x = not tested or not shown; [ ] = remark or other dose. Rule as the data show it, unless noted: active = inhibition above about 50%; inactive = the rest. This is a subset; the hit share may differ from the screen's.

SMILES	GPR55 activation	KOR beta-arrestin-1	GPR55 LPI antagonism	NTR1 agonist	NTR1 agonist cell count 20 µM	KOR beta-arrestin-2	NOD2 inhibition	T cell HTS	T cell HTS vesicle-bound %	Myeloid diff MLP	Myeloid diff MLP GFP+ MAC1+ %	NOD1 inhibition
Cc1cccc(Nc2c([N+](=O)[O-])cc(C(=O)N3CC(=O)Nc4ccccc43)cc2[N+](=O)[O-])c1	-0.5%	3.1%	13%	3.0	35	6%	-19%	i	24	i	0.5	-36%
C/C(=N\NC(=O)CNc1cccc(Cl)c1C)c1cccs1	0.1%	23%	4%	-0.4	96	-68%	14%	i	58	i	0.6	-21%
COc1ccc(N2C(=O)C3ON(C4SC(=S)N(C)C4(C)C)C(c4ccc(Cl)cc4)C3C2=O)cc1 (stereo unspecified)	-0.1%	-2.5%	-5%	0.4	56	6%	-10%	i	54	i	0.3	-17%
CCNc1c(NC(C)=O)c(=O)oc2ccccc12	-0.2%	-6.4%	4%	-1.1	75	14%	2%	i	41	i	0.1	0%
CCc1ccc(OCC(=O)N2CC(C(=O)OC)Oc3ccccc32)cc1 (stereo unspecified)	0.0%	3.2%	2%	0.6	33	18%	16%	i	34	i	0.4	-2%
c1ccc(C(c2ccccc2)N2CCN(Cc3nnnn3C3CCCC3)CC2)cc1	0.1%	-2.2%	0%	7.5	52	-12%	12%	i	12	i	0.8	-6%
CC(=O)Nc1ccc(N=Cc2c(O)c(C(=O)Nc3ccccc3)cc3ccccc23)cc1	-0.3%	0.0%	u	2.5	71	-7%	-19%	i	15	x	x	40%
CCc1ccc(NC(=S)N2CCN(S(=O)(=O)c3ccccc3)CC2)cc1	-0.1%	-1.2%	0%	1.2	47	15%	6%	i	15	i	0.8	-14%
Cc1ccc(C(=O)N(Cc2cccnc2)Cc2cc3cc(C)ccc3n3nnnc23)cc1	-0.1%	x	-14%	2.4	35	14%[20 µM]	-21%	i	16	i	0.3	52%*
O=C(Nc1ccccc1)N1CCN(c2nc(-c3ccccc3)ns2)CC1	-0.2%	5.4%	-10%	-0.3	47	-19%	9%	i	45	i	1.3	-1%
COc1ccc(Cn2nnnc2CN(Cc2cc3cc(C)ccc3[nH]c2=O)C2CCCC2)cc1	-0.2%	4.1%	-2%	3.7	46	-4%	-10%	i	59	i	6.6	-5%
CCCN1CCC(N2CCN(c3ccccc3OC)CC2)CC1	-0.2%	3.5%	9%	x	x	-46%	-19%	x	x	x	x	-4%
CN(C)C(=O)c1cn(-c2ccccc2)nc1-c1cc2ccccc2oc1=O	-0.1%	0.9%	-3%	-0.4	45	-29%	-8%	i	48	i	0.2	0%
Cc1ccc2c(c1)C1CC(C)(O2)N(c2cccc(C(=O)NC3CCN(Cc4ccccc4)CC3)c2)C(=O)N1 (stereo unspecified)	0.6%	1.6%	u	0.3	71	-46%	-6%	i	9	i	1.1	-11%
O=C(Oc1c(-c2ccccc2)oc2ccccc2c1=O)c1ccccc1	-0.1%	2.8%	37%	15	66	-19%	9%	i	34	i	0.6	-20%
CC(C)=C1C2CCC1C(C(=O)Nc1sc(C)c(-c3ccc(C(C)C)cc3)c1C(N)=O)C2C(=O)O (stereo unspecified)	-0.3%	5.1%	9%	4.3	43	-36%	8%	i	44	i	0.6	-8%
O=C(/C=C/c1ccccc1)Oc1cccc(C(=S)N2CCOCC2)c1	-0.7%	-1.9%	8%	0.5	38	4%	19%	i	47	i	0.6	-8%
Cc1cc(/C=C2\SC(=O)N(C)C2=O)c(C)n1-c1ccc(O)cc1	0.1%	1.8%	6%	14	55	-16%[20 µM]	1%	i	43	i	0.3	1%
CSCCC(NC(=O)c1ccccc1)C(=O)NC1CC1 (stereo unspecified)	-0.4%	-2.6%	19%	-3.5	85	22%	-6%	i	37	i	2.4	-7%
O=C1CCCCCN1CP(=O)(O)CN1CCCCCC1=O	-0.1%	7.0%	12%	-0.7	35	4%	15%	i	46	i	0.4	0%
Cc1ccc2c(c1)N(CCC(=O)NC(C)C)C(=O)CO2	-0.1%	4.7%	-7%	2.2	89	2%	-2%	i	17	i	1.9	8%
COc1ccc(-n2nnc3c(=O)n(Cc4ccccc4C)cnc32)cc1	0.0%	-5.3%	-5%	-0.2	66	0%	20%	i	17	i	5.5	1%
Cc1ccc(C(=O)NCCNC(=O)COc2ccc(C)c(C)c2)cn1	-0.2%	-5.4%	-10%	2.2	52	10%	6%	i	15	i	0.3	-13%
COc1ccc(C/C(N)=N/OC(=O)c2ccc(Cl)cc2)cc1	-1.0%	-3.3%	6%	2.9	43	21%	-4%	i	39	i	0.0	-19%
COC(=O)c1c(C)[nH]c(C)c1-c1ccccc1Cl	-0.2%	0.6%	15%	1.0	71	4%	15%	i	2	i	1.1	1%
O=S(=O)(NCc1ccccc1)c1ccc(Br)c2nsnc12	0.5%	4.0%	-4%	-0.1	58	6%	9%	i	34	i	0.1	-2%
CC(=O)N1CCc2cc(S(=O)(=O)N3CC(C)CC(C)C3)ccc21 (stereo unspecified)	0.3%	-2.9%	-7%	2.1	58	-16%	24%	i	36	i	0.4	1%
COc1ccc(-c2cc(C(=O)Nc3cc(C)ccc3O)no2)cc1	0.3%	-2.2%	6%	6.6	33	7%	26%	i	11	i	1.2	-2%
CCC1CN(C(=O)N2CCC(C(=O)NCc3ccc(C)o3)CC2)c2ccccc2O1 (stereo unspecified)	-0.2%	3.2%	6%	-1.3	58	-2%	5%	i	10	i	0.0	-16%
CCN(CC)C(=O)COc1ccc(-c2ccccc2)cc1	-0.2%	-6.0%	7%	0.2	53	37%	-54%	i	22	i	0.5	-33%
CCOC(=O)Cc1nnc(NC(=O)COc2ccc(C)cc2)s1	0.4%	-1.4%	8%	0.9	47	4%	-1%	i	39	i	0.3	-9%
CC(OC(=O)c1cccs1)C(=O)NCc1ccc2c(c1)OCO2 (stereo unspecified)	-0.1%	0.1%	-17%	6.5	100	-9%	-2%	i	36	i	0.9	-3%
Cc1nn(C)cc1C(C)NCc1c(C(=O)N2CCCCCCC2)nc2ccc(Cl)cn12 (stereo unspecified)	0.7%	1.7%	-6%	0.0	83	0%	-8%	i	53	i	0.2	-44%
O=C(CSc1nc2ccccc2[nH]1)N=Nc1c(O)[nH]c2ccccc12	-0.2%	-2.4%	-8%	3.8	50	16%	12%	i	51	i	0.8	-19%
COC(=O)c1ccc(C(=O)OC)c(NC(=O)COC(=O)C2CCC(C(C)(C)C)CC2)c1 (stereo unspecified)	0.0%	-1.0%	13%	4.3	66	6%	20%	i	26	i	1.8	-5%
Cc1cccc(NC(=O)CSc2nc(C)c(Cc3ccccc3)c(=O)[nH]2)c1	0.1%	-6.5%	4%	0.9	44	10%	22%	i	37	i	0.4	3%
Cc1ccc(OC(=O)CCC(=O)OCCCC(F)(F)C(F)(F)F)cc1	-0.1%	1.4%	4%	-1.2	60	12%	5%	x	x	i	1.1	x
CCC(c1nnc(SCc2nc3ccccc3s2)n1Cc1ccccc1)N(C)C (stereo unspecified)	-0.2%	11%	-11%	2.1	60	8%	-37%	i	31	i	1.4	-30%
CCCC(=O)c1c(NC)cc(C)oc1=O	-0.1%	-3.0%	11%	-1.1	75	34%	0%	i	20	i	0.8	-8%
CCc1ccc(N2CC(C(=O)Nc3nnc(CC)s3)CC2=O)cc1 (stereo unspecified)	-0.2%	-3.0%	7%	-0.6	37	-35%	-11%	i	9	i	1.2	-25%
COc1ccnc(-n2cccc2/C=N/O)c1C#N	-0.1%	-3.6%	4%	0.4	49	6%	0%	i	31	i	0.0	-12%
Cc1cc(N)c(-n2cc3c(=O)n(C)c(=O)n(C)c3c2)cc1C	-0.2%	-0.1%	-3%	1.5	48	-24%	-36%	i	60	i	0.9	-53%
CC(C)c1cc(C(=O)Nc2sc3c(c2C#N)CCC3)no1	-0.1%	-5.6%	28%	1.3	75	4%	-39%	i	6	i	6.3	-25%
CCN(CC)S(=O)(=O)c1cccc(-c2nnc(SCc3nnc(-c4cccs4)o3)n2N)c1	-0.3%	33%	-9%	2.4	74	-1%	-1%	i	39	i	0.6	6%
O=c1[nH]c(C2CCN(S(=O)(=O)c3ccccc3C(F)(F)F)CC2)nc2c1nnn2Cc1cccc(F)c1	-0.1%	1.5%	0%	7.1	47	-19%	11%	i	28	i	0.7	-8%
COc1ccccc1NS(=O)(=O)c1cccc(C(=O)N/N=C/c2c(C)nn(-c3ccccc3)c2N2CCCC2)c1	0.4%	-5.2%	21%	0.4	59	20%	2%	i	42	i	0.5	11%
CCCCNC(=S)NC1CCCC1	-0.3%	-3.1%	-3%	-2.3	58	12%	12%	i	36	i	0.5	-20%
COc1ccc(CCC(=O)O)cc1OC	0.5%	4.5%	6%	-1.2	65	13%	8%	i	21	i	0.3	-2%
NC(=O)Cc1nc(-c2ccc([N+](=O)[O-])cc2)cs1	0.1%	11%	-12%	-0.3	42	-7%	-25%	i	19	i	0.3	-8%
COc1cnc(-c2ccccn2)[nH]c1=O	-0.5%	-6.4%	1%	-2.2	85	20%	2%	i	58	i	0.1	-41%
CN1CCC(C(=O)N2CCCC(C(=O)c3ccc4c5c(cccc35)CC4)C2)CC1 (stereo unspecified)	-0.3%	-3.0%	0%	-1.9	69	-19%	13%	i	57	i	0.2	-26%
c1ccc2c(c1)Oc1cccc3cccc-2c13	-0.1%	0.7%	3%	6.3	62	20%	-21%	i	2	i	0.4	-2%
